# aSyn rescue = inhibitors of alpha-synuclein toxicity in yeast; 370,000 compounds, 0.14% hits; Potency, µM (top dose mostly 46.1 µM), for inactives: at the top dose growth rescue (activation), hits mostly activators; Yeast expressing alpha-synuclein, growth rescue, BacTiter-Glo, 24 h; further: potency means the concentration at half of the fitted maximal effect; % of control where 0% means no effect; nearly all actives have a fitted effect of over 65% in size
#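 Rescue of yeast growth: cells expressing toxic alpha-synuclein, induced in galactose at OD600 0.02, incubated with compound 24 h at 30 C. ATP luminescence quantified growth; inhibitors of toxicity appear as activators.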
# EPAC1 antag = antagonists of human EPAC1; EPAC1 GEF assay, Rap1b-BODIPY-GDP exchange fluorescence; AID 720709; Potency, µM (titrated, usually from 115 µM), for the others: at the top dose activity change, negative = inhibition, actives largely listed as inhibitors; 360,000 compounds, 0.14% hits; O95398;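 further: potency means the concentration at half of the fitted maximal effect; plate controls were vehicle for no effect and positive control for full effect; nearly all actives have a fitted effect of over 50% in size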
# WRN inhibitor = WRN helicase (human) inhibition | Q14191 | WRN helicase unwinding, fluorescent forked duplex, kinetic | Potency, µM (highest dose often 114 µM), for the others: at the highest dose activity change, negative = inhibition, most hits filed as inhibitors | 360,000 compounds, 0.46% hits | AID 651768; further: potency means the concentration at half of the fitted maximal effect; on the % scale 0 is the no-effect control and ±100 the full control effect; nearly all actives have a fitted effect of over 55% in size
# Target sequence (Q14191 whole entry, looked up): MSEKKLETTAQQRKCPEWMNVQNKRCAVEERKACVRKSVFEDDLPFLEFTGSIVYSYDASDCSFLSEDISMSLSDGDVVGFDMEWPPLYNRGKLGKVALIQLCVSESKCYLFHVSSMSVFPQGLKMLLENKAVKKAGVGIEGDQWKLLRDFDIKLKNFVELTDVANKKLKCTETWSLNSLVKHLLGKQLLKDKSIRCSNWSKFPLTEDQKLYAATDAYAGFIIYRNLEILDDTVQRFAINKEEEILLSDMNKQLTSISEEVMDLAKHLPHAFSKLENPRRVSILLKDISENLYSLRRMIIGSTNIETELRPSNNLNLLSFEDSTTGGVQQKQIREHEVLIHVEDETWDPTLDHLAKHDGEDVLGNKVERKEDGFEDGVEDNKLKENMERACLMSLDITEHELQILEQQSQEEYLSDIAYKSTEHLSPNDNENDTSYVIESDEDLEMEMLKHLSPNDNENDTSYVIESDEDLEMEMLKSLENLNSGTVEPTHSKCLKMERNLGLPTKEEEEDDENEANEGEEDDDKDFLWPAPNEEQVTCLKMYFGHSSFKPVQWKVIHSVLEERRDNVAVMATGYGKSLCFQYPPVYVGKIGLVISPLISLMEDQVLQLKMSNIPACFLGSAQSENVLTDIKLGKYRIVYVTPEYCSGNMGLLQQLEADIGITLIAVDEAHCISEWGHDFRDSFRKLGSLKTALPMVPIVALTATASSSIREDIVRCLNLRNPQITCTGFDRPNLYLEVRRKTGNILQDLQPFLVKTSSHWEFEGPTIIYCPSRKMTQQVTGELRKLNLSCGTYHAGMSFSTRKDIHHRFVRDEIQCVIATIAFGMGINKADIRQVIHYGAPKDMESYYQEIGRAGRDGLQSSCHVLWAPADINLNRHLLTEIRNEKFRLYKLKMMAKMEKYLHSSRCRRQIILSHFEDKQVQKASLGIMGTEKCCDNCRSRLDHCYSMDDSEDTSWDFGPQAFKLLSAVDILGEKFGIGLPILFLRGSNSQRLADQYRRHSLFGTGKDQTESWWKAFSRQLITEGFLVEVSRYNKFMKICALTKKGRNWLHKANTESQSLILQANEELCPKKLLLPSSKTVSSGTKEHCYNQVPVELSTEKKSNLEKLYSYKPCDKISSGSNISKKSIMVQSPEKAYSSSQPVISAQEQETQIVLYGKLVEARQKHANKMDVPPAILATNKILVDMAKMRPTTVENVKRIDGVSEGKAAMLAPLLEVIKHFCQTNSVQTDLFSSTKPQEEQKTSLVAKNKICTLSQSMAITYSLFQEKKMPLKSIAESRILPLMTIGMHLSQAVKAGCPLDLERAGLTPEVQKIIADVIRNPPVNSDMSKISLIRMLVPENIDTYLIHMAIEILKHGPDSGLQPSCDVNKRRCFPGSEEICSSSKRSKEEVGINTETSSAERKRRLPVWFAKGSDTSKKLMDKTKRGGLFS
#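 Primary qHTS, 1536-well format. 20 nM WRN + compound, 15 min RT; start with 100 nM forked fluorophore/quencher duplex, 2 mM ATP (final); kinetic read ex 525/em 598 nm.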
# PLK1 PBD inh = blocks phosphopeptide binding to human PLK1 polo-box domain. P53350. Plk1 PBD binding of FITC phosphopeptide, fluorescence polarization. Potency, µM, for inactives: max response, negative = inhibition, actives largely listed as inhibitors. 360,000 compounds, 2.8% hits; further: potency means the concentration at half of the fitted maximal effect; series mostly up to about 57 µM; on the % scale 0 is the no-effect control and ±100 the full control effect; nearly all actives have a fitted effect of over 65% in size
# IL2 activator = activates IL-2 in a cell-based reporter assay. IL-2 activation reporter assay, cell-based qHTS; stimulated with anti-CD3/CD4/CD28 beads; in transgenic mouse T cells. AID 652025. activation, % (series mostly up to about 46 µM). 360,000 compounds, 0.065% hits; in the data active means activation above about 50%; inconclusive means mostly about 30% to 49%; further: 0% is about no effect
#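 EGFP and DsRed fluorescence is measured by plate cytometry in unstimulated transgenic mouse T cells exposed to compound for 60 minutes, then stimulated 18 hours at 37 degrees C with anti-CD3/anti-CD4 beads plus anti-CD28.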
# FUS yeast rescue = FUS proteinopathy suppression in yeast | 390,000 compounds, 0.24% hits | AID 1347120 | S. cerevisiae FUS-expressing, growth rescue, OD600, 24 h | Potency, µM (series often up to 76.6 µM), inactives show at the highest dose growth rescue (activation), most hits filed as activators;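 further: potency means the concentration at half of the fitted maximal effect; plate controls were DMSO vehicle for no effect and reference control for full effect; nearly all actives have a fitted effect of over 55% in size; some results filed as inactive show a strong effect at the top dose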
#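 S. cerevisiae expressing FUS from galactose induction served as the toxicity model. Growth after 24hr at 30C, read as absorbance at 600 nm, indicates suppression of toxicity; compounds dosed at several concentrations.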
# EPAC1 agonist = EPAC1 (human) agonism; O95398; EPAC1 agonist qHTS, biochemical assay; response scale: 100% = response to 6.5 mM cAMP; Potency, µM (doses to about 154 µM), for the others: at the top dose activation, usual class: activators; 360,000 compounds, 0.073% hits; AID 720707; further: potency means the concentration at half of the fitted maximal effect; nearly all actives have a fitted effect of over 60% in size
#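 Normalized to 6.5 mM cAMP, activity reflects EPAC1-catalysed release of BODIPY-GDP from Rap1B, followed kinetically over 30 min at 480 nm excitation, 540 nm emission. Reaction contained 100 nM EPAC1, 250 nM Rap1B-BODIPY-GDP, 50 uM GDP.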
# PI5P4Ka inh = PI5P4K alpha (human) kinase inhibition; PI5P4Kalpha enzyme, ADP-Glo luminescence, 60 min; stronger effect = lower value; AID 652105; 330,000 compounds, 1.2% hits; max response, %; active means max response of -50% or lower; inconclusive means between -30% and -50%; inactive means -30% or higher; further: value at the top dose of about 77 µM; on the % scale 0 is the no-effect control and ±100 the full control effect
#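 Compounds were pin-transferred onto PI5P4Kalpha and substrate in HEPES pH 7.4 buffer with EGTA, CHAPS and 5% DMSO. ATP (5 microM final) started the reaction, which ran 60 minutes at room temperature before ADP-Glo detection.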
# Abeta yeast res = A-beta toxicity reversal in yeast. Potency, µM (doses to about 46.1 µM), for the others: at the highest dose growth rescue, hits mostly activators. 410,000 compounds, 0.063% hits. yeast expressing A-beta42, growth rescue, OD600, 48 h; response scale: 0% DMSO, 100% iron-clioquinol control. AID 1347071; further: potency means the concentration at half of the fitted maximal effect; nearly all actives have a fitted effect of over 55% in size
#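 Yeast growth medium received pinned compounds, then yeast cells expressing toxic A-beta were added; plates incubated at 30 C for 48 hr. Growth read as absorbance at 600 nm, normalized to DMSO and equimolar FeCl3 plus clioquinol controls.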
# Numbers without * were called inactive; ? = inconclusive; nt = not tested or not shown; [ ] = another dose, or the depositor's remark. Unless noted, the call rests on the fitted dose curve; in most records, active means well fitted curve in the direction sought with a large enough effect; inconclusive means small, poorly fitted or top-dose-only effect, or another doubt; inactive means no such curve, though single readings can be large; an effect the other way counts as inactive or inconclusive.
# Preview, two compounds:
SMILES,aSyn rescue,EPAC1 antag,WRN inhibitor,PLK1 PBD inh,IL2 activator,FUS yeast rescue,EPAC1 agonist,PI5P4Ka inh,Abeta yeast res
CCc1ccc(NC(=O)CNC(=O)Cn2ccc3ccccc3c2=O)cc1,2%,-13%,-5%,6%,-0.1,-7%,-10%,-1,1%
CN1CCN(S(=O)(=O)c2ccc(SCCOc3ccccc3)nc2)CC1,4%,-12%,2%,-6%,1.5,5%,7%,2,4%

# This part in full, previewed entries included:
SMILES,aSyn rescue,EPAC1 antag,WRN inhibitor,PLK1 PBD inh,IL2 activator,FUS yeast rescue,EPAC1 agonist,PI5P4Ka inh,Abeta yeast res
CCc1ccc(NC(=O)CNC(=O)Cn2ccc3ccccc3c2=O)cc1,2%,-13%,-5%,6%,-0.1,-7%,-10%,-1,1%
CN1CCN(S(=O)(=O)c2ccc(SCCOc3ccccc3)nc2)CC1,4%,-12%,2%,-6%,1.5,5%,7%,2,4%
COc1ccc(CN2C(=O)CSCC2(C)C(=O)Nc2c(C)cccc2C)cc1OC (stereo not drawn),4%,-4%,-4%,-7%,2.5,5%,1%,-1,-5%
CCCC[C@@H]1CNC(=O)C(=O)N1CCCCC1CCCCC1,-7%,-12%,-5%,-16%,-0.7,15%,-15%,0,-21%
O=C1NC(c2ccccc2)(C(F)(F)F)SC2=NCCCN12 (stereo not drawn),4%,16%,1%,-1%,0.6,0%,2%,nt,13%
Cc1cc(C)c(NC(=O)C(C)(C)C)c(Cl)c1,-2%,14%,8%,-1%,0.1,1%,-7%,-6,-1%
CCN(CC)C(=O)C(=O)c1c(-c2ccccc2)[nH]c2ccccc12,8%,12%,-7%,1%,-1.5,nt,0%,0,13%
CCn1c(SCC(=O)NC2CCCCC2)nnc1-c1cc2cccc(OC)c2o1,8%,18%,3%,0%,-2.5,?,-2%,-1,-17%
Cc1cc(C)cc(NC(=O)C(=O)NCCc2c[nH]c3ccccc23)c1,0%,-15%,-2%,-7%,3.0,-21%,1%,5,-4%
CCN1C(=O)[C@@H]2[C@@H](c3ccc(-c4ccc(Cl)c(Cl)c4)c(OC)c3)N3CCCC[C@@]3(C(=O)OC)[C@@H]2C1=O,15%,-5%,2%,-10%,1.1,-7%,-19%,0,-10%
Cc1ccc(Cl)cc1N1CCN(Cc2nc3ccsc3c(=O)[nH]2)CC1,16%,3%,-3%,30µM*,0.7,2%,26%,1,22%
COc1ccc(-c2cc3nc(C)c(CCC(=O)N4CCN(c5ccccn5)CC4)c(C)n3n2)c(OC)c1,8%,-2%,-7%,-10%,-3.8,30%,2%,5,-14%
CC(C)NC(=O)c1ccc2c3n(nc2c1)-c1ccccc1CO3,-25%,-9%,2%,-4%,-0.2,-9%,10%,-52*,-18%
CC1CC(=O)Nc2ccccc2N1S(=O)(=O)c1cccc(Cl)c1 (stereo not drawn),-8%,2%,-4%,?,-0.4,nt,-9%,-12,-5%
Nc1nc(SCC(=O)Nc2ccc([N+](=O)[O-])cc2)[nH]c(=O)c1NC(=O)c1ccc(Br)o1,-9%,-17%,-24%,-6%,-1.3,6%,2%,0,14%
O=[N+]([O-])c1ccc(NN=Cc2ccc3c(c2)OCO3)nc1,-5%,0%,-4%,-2%,0.1,nt,-3%,0,-17%
C[C@]12c3[nH]c4ccc(Cl)cc4c3CCN1C(=O)[C@@H](CC(=O)NCc1ccco1)C[C@@H]2C(=O)N1CCOCC1,4%,-4%,-4%,2%,-0.8,21%,-6%,0,4%
COCCNC(=O)C1(C)CCCN(C(=O)c2ccccc2OC)C1 (stereo not drawn),-1%,3%,-5%,-5%,-0.5,-19%,-15%,0,-14%
COc1ccc(Nc2cc(Cl)nc(N)n2)cc1OC,4%,12%,7%,4%,-2.1,-14%,-1%,-15,4%
COc1ccc(OCCCC(=O)Oc2ccc(OC)cc2)cc1,0%,-3%,8%,-9%,0.7,17%,-6%,nt,-6%
Cc1ccc(CNC(=O)CCS(=O)(=O)Cc2ccc(C)cc2)cc1,-1%,11%,7%,-7%,-3.7,7%,-4%,-1,-2%
CCOCCOC(=O)C(C)Oc1ccc(Oc2ncc(Cl)cc2Cl)cc1 (stereo not drawn),-10%,1%,-6%,-1%,-1.4,nt,4%,19,-12%
O=C(NC(Cc1ccccc1)c1ccc2c(c1)OCCCO2)c1ccccc1 (stereo not drawn),-3%,2%,-11%,-5%,-1.8,13%,16%,nt,-6%
CC1(c2nnc(Cc3ccccc3)o2)CC(c2ccc(C#N)cc2)=NO1 (stereo not drawn),6%,4%,-21%,?,-2.2,-3%,-17%,4,-11%
O=C(O)CCCn1cc(NC(=O)COc2ccc([N+](=O)[O-])cc2)cn1,0%,17%,10%,0%,-1.8,-15%,-2%,-4,0%
CCOC(=O)CSC1=NC(=O)CS1,20%,-3%,-22%,?,-1.2,4%,14%,nt,-4%
O=C(c1cnn2c(C(F)F)cc(-c3ccccc3)nc12)N1CCCc2ccccc21,-5%,4%,7%,-5%,0.3,-7%,7%,nt,2%
COc1ccc(NC(=O)CS(=O)(=O)c2ccc(F)cc2)cc1,2%,13%,2%,3%,-0.7,1%,-4%,2,-4%
Oc1ccc(-c2[nH]nc(-c3ccccc3)c2-c2nc3ccccc3[nH]2)cc1,2%,-20%,-11%,2%,-0.4,16%,14%,nt,19%
COC(=O)CNC(=O)COC(=O)Cc1ccc(Cl)cc1,7%,-5%,7%,1%,0.4,-7%,-5%,-7,-15%
CC1CCN(C(=O)C2CCCN(S(=O)(=O)c3ccc4c(c3)CC(C)N4C(=O)C3CC3)C2)CC1 (stereo not drawn),-2%,-13%,-6%,2%,-1.0,31%,-23%,-1,-68%[inhibitor]
C[C@H]1CN=C(Nc2ccccc2)N1CC1CCCCC1,-1%,-4%,-11%,-1%,-2.5,-14%,0%,2,19%
Cc1nn(C(C)C(=O)Nc2ccccc2Cl)c(=O)c2nn(-c3ccccc3)c(C)c12 (stereo not drawn),0%,-28%,-9%,-7%,-2.1,-1%,1%,0,7%
O=C(OCn1nnc2ccccc2c1=O)C1=COCCO1,3%,0%,0%,-2%,-2.9,4%,-2%,-2,8%
O=C(c1ccccc1)N1CCN(c2ncnc3c(-c4ccccc4)nsc23)CC1,8%,6%,-2%,0%,0.4,-30%,17%,1,-11%
Nc1ccn(CC(=O)NCCc2ccccn2)c(=O)n1,-4%,-18%,-8%,-5%,-0.3,-21%,8%,6,8%
CCOC(=O)C1=C(N)Oc2cc(O)ccc2C1c1cccc(Cl)c1 (stereo not drawn),-2%,-17%,-12%,-8%,-0.9,-5%,14%,1,15%
COc1ncnc2c1ncn2CCCN(CCCc1ccccc1)CCCn1cnc2c(OC)ncnc21,-1%,6%,2%,-13%,0.2,-3%,-10%,1,2%
NC(=O)c1ccc(N2CCN(S(=O)(=O)c3ccccc3)CC2)c([N+](=O)[O-])c1,-6%,-28%,-32%,-8%,-3.6,27%,10%,-5,-1%
CC1(C)CCc2cc(-c3ccnc(=S)[nH]3)ccc2O1,-7%,-16%,1%,-29%,-4.6,4%,7%,-4,-9%
O=C(Nc1ccc(-c2nnc(-c3ccccc3)o2)cc1)C1CCCO1 (stereo not drawn),-3%,3%,-19%,-8%,-0.8,22%,5%,nt,-25%

# 13 entries from above, with values under each structure:
# Results follow in this order: aSyn rescue, EPAC1 antag, WRN inhibitor, PLK1 PBD inh, IL2 activator, FUS yeast rescue, EPAC1 agonist, PI5P4Ka inh, Abeta yeast res
> CCOC(=O)CSC1=NC(=O)CS1
  20%, -3%, -22%, ?, -1.2, 4%, 14%, nt, -4%
> O=C(c1cnn2c(C(F)F)cc(-c3ccccc3)nc12)N1CCCc2ccccc21
  -5%, 4%, 7%, -5%, 0.3, -7%, 7%, nt, 2%
> COc1ccc(NC(=O)CS(=O)(=O)c2ccc(F)cc2)cc1
  2%, 13%, 2%, 3%, -0.7, 1%, -4%, 2, -4%
> Oc1ccc(-c2[nH]nc(-c3ccccc3)c2-c2nc3ccccc3[nH]2)cc1
  2%, -20%, -11%, 2%, -0.4, 16%, 14%, nt, 19%
> COC(=O)CNC(=O)COC(=O)Cc1ccc(Cl)cc1
  7%, -5%, 7%, 1%, 0.4, -7%, -5%, -7, -15%
> CC1CCN(C(=O)C2CCCN(S(=O)(=O)c3ccc4c(c3)CC(C)N4C(=O)C3CC3)C2)CC1 (stereo not drawn)
  -2%, -13%, -6%, 2%, -1.0, 31%, -23%, -1, -68%[inhibitor]
> C[C@H]1CN=C(Nc2ccccc2)N1CC1CCCCC1
  -1%, -4%, -11%, -1%, -2.5, -14%, 0%, 2, 19%
> Cc1nn(C(C)C(=O)Nc2ccccc2Cl)c(=O)c2nn(-c3ccccc3)c(C)c12 (stereo not drawn)
  0%, -28%, -9%, -7%, -2.1, -1%, 1%, 0, 7%
> O=C(OCn1nnc2ccccc2c1=O)C1=COCCO1
  3%, 0%, 0%, -2%, -2.9, 4%, -2%, -2, 8%
> O=C(c1ccccc1)N1CCN(c2ncnc3c(-c4ccccc4)nsc23)CC1
  8%, 6%, -2%, 0%, 0.4, -30%, 17%, 1, -11%
> Nc1ccn(CC(=O)NCCc2ccccn2)c(=O)n1
  -4%, -18%, -8%, -5%, -0.3, -21%, 8%, 6, 8%
> CCOC(=O)C1=C(N)Oc2cc(O)ccc2C1c1cccc(Cl)c1 (stereo not drawn)
  -2%, -17%, -12%, -8%, -0.9, -5%, 14%, 1, 15%
> COc1ncnc2c1ncn2CCCN(CCCc1ccccc1)CCCn1cnc2c(OC)ncnc21
  -1%, 6%, 2%, -13%, 0.2, -3%, -10%, 1, 2%

# From PubChem BioAssay
